# Screening results from PubChem BioAssay.
# L3MBTL1 block = qHTS Assay for the Inhibitors of L3MBTL1; Lethal(3)malignant brain tumor-like protein 1 (Homo sapiens), Q9Y468; AlphaScreen L3MBTL1–H3K9me1 peptide binding; Potency, µM (highest dose often 57.1 µM), inactives show at the highest dose activity, negative = inhibition, actives largely listed as inhibitors; 230,000 compounds, 0.66% hits; AID 485360, 2010; active = well fitted inhibition curve with a large enough effect; inconclusive = small, poorly fitted or top-dose-only effect; inactive = no such curve, though single readings can be large or run the other way; note: nearly all actives have a fitted effect of over 60% in size
# Target sequence (Q9Y468 whole entry, looked up): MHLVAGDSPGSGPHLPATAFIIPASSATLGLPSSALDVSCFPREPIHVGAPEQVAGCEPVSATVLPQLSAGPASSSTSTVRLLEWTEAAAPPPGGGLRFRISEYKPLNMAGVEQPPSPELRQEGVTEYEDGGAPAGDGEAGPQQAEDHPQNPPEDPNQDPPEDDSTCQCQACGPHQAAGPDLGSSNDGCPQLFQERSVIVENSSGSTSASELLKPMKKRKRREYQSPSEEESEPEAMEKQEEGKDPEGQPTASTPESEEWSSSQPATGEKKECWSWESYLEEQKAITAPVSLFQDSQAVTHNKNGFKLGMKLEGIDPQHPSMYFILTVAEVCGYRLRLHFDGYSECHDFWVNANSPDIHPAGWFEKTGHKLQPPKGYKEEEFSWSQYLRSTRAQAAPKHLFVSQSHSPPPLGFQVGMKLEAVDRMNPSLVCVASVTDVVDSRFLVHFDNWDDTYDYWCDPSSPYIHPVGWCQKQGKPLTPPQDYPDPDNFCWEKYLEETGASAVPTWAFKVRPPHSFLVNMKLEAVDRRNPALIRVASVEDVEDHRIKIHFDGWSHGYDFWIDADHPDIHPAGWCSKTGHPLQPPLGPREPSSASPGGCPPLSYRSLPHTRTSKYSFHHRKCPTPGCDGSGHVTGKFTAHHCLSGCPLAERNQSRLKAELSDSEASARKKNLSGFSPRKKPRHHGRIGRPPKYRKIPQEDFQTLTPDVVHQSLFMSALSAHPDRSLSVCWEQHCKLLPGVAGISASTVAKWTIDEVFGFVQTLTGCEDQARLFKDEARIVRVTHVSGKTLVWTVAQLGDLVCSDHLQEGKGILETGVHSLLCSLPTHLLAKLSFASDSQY
#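 First, the protein-peptide complex forms for 30 min at room temperature (L3MBTL1 50 nM, biotinylated H3K9me1 peptide 75 nM). Next, compounds are pin-transferred and incubated 30 min. Finally, AlphaScreen beads are added and read after 30 min.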
# * = called active by the depositor; u = inconclusive; [ ] = another dose, or the depositor's remark. % is set by controls: 0 for no effect and ±100 for the full control effect; potency is the fitted concentration of half-maximal effect. The list is partial. The share of hits here may be higher or lower than overall.
molecule,L3MBTL1 block
CC1(NC(=O)CC(c2ccccc2)(c2ccccc2)c2ccccc2)CCN(Cc2ccc(-c3ccccc3)cc2)C1=O (stereo not drawn),-5%
O=C(COc1ccccc1F)N1CCCc2ccccc21,40%[activator][2.29 µM]
COc1cccc(CN(C)C(=O)c2ccc(C)c(S(=O)(=O)N3CCCCC3)c2)c1,7%
O=C1CCC/C=C\C[C@@H](CC(=O)N(CCO)Cc2ccccc2)C(=O)N2CCC[C@H]2CO1,2%
COc1cccc(C(=S)N2CCCC2)c1OC,-4%
COc1cc(Cl)c(C)cc1NC(=O)COC(=O)C1=COCCO1,-3%
Cc1cc(NC(=O)COC(=O)CNS(=O)(=O)c2c(F)cc(F)cc2Br)no1,0%
CN(CC(=O)Nc1ccccc1Br)C(=O)c1ccccc1Cc1ccccc1,-2%
Cc1ccc(NC(=O)COc2cccc3c2OC(C)(C)C3)c(O)c1,3%
CC1CCC(NC(=O)COC(=O)CNC(=O)c2ccc3ccccc3c2)CC1 (stereo not drawn),2%
COc1ccccc1N(CC(=O)NCCN1CCOCC1)S(=O)(=O)c1ccc(C)cc1,-13%
CS(=O)(=O)c1cccc(-c2nnc(NC(=O)c3ccc(S(=O)(=O)N4CCCC4)cc3)o2)c1,13%
Cc1cnc(C(=O)OCC(=O)NC(=O)c2ccccc2)cn1,-18%
Cc1ccc(S(=O)(=O)N2CCCCC2CCNC(=O)C(=O)NCC2CCCO2)cc1 (stereo not drawn),-5%
COc1cccc(CNC(=O)CN2C(=O)c3ccccc3S2(=O)=O)c1,23%
CN(C)C(=O)CCc1ccc2c3c([nH]c2c1)[C@]1(C)[C@@H](C(=O)N2CCOCC2)C[C@H](CC(=O)NCc2ccco2)C(=O)N1CC3,-1%
Cc1cccc(NC(=O)CSCC(=O)Nc2ccc(S(=O)(=O)N3CCCCC3)cc2)c1,3%
COc1cc(C(=O)OCC(=O)N2CCC(Cc3ccccc3)CC2)cc(OC)c1OC,-1%
O=C(CCC(=O)N1CCOc2ccc(Cl)cc21)NCc1ccccc1,-4%
COc1ccc(N2CC(NS(=O)(=O)c3ccc4ccccc4c3)CC2=O)cc1OC (stereo not drawn),0%
CC(=O)Nc1ccccc1OCC(=O)NC1CCCCC1C (stereo not drawn),12%
CCOc1ncccc1C(=O)Nc1cc2c(cc1Br)OCCO2,9%
CSc1ccc(CSCC(=O)N2CCN(S(=O)(=O)c3ccc(C)cc3C)CC2)cc1,-5%
O=C(c1cccc([N+](=O)[O-])c1)N1CCN(c2ccc(N3CCOCC3)nn2)CC1,9%
N#Cc1ccccc1S(=O)(=O)N1CCN(C(=O)CN2C(=O)NC3(CCCC3)C2=O)CC1,-2%
COc1ccc(S(=O)(=O)N2CCc3ccccc32)cc1C(=O)Nc1ccc(C(N)=O)cc1,-8%
COC(=O)N[C@@H]1C[C@H]2[C@@H]3CC[C@H]4C[C@@H](OC)CC[C@]4(C)[C@H]3CC[C@]12C,6%
CC(=O)Nc1ccc(NC(=O)CSc2nnc(C3CC3)n2-c2ccccc2)cc1,5%
CCCCn1c(N)c(N(CC(C)C)C(=O)c2cccc(S(=O)(=O)N(C)c3ccc(C)cc3)c2)c(=O)[nH]c1=O,-4%
CCN(C[C@H]1N[C@@](CC)(C(=O)OC)[C@H]2C(=O)N(C)C(=O)[C@@H]12)C(=O)NC(C)C,-4%

# Shown field by field: part of the list above
Cc1ccc(S(=O)(=O)N2CCCCC2CCNC(=O)C(=O)NCC2CCCO2)cc1 (stereo not drawn)
- L3MBTL1 block: -5%

COc1cccc(CNC(=O)CN2C(=O)c3ccccc3S2(=O)=O)c1
- L3MBTL1 block: 23%

# Going on with the list:
molecule,L3MBTL1 block
COc1ccc([C@H]2CC(=O)C=C(c3ccc(F)cc3OCc3ccccc3)C2)cc1,2%
CSCCC(NC(=O)c1ccccc1Cl)C(=O)NCC1COc2ccccc2O1 (stereo not drawn),-4%
COc1ccc(CC(=O)Nc2nc(C)cs2)cc1S(=O)(=O)N1CCOCC1,2%
CCc1ccc2c(CC(=O)Nc3cccc(S(=O)(=O)N4CCOCC4)c3)coc2c1,-9%
CC1CCN(C(=O)c2ccc(S(=O)(=O)N3CCCCCC3)cc2)CC1,2%
Nn1c(SCC(=O)Nc2nnc(-c3ccccc3)o2)nnc1C1CC1,-4%
O=C(CCN=C1NS(=O)(=O)c2ccccc21)OCc1nnc(-c2ccc([N+](=O)[O-])cc2)o1,-5%
Cc1ccc(S(=O)(=O)N2CCCC(C)C2)cc1 (stereo not drawn),0%
O=C(COc1ccc(Cl)cc1Br)NC(=O)NC1CCCC1,7%
CCN(C(=O)COC(=O)CNC(=O)c1ccc(Cl)cc1Cl)c1c(N)n(Cc2ccccc2)c(=O)[nH]c1=O,5%
CSc1ccc(CN(C)C(=O)CN2C(=O)NC3(CCCC3)C2=O)cc1,5%
CN(C)C(CNC(=O)CSc1nc2sc3c(c2c(=O)n1C)CCC3)c1ccccc1 (stereo not drawn),3%
O=C(c1ccc(-c2ccccc2Cl)o1)N1CCCC(C(F)(F)F)C1 (stereo not drawn),3%
CCOc1cc(C(=O)OCC(=O)Nc2cccc(S(=O)(=O)NC3=NCCCCC3)c2)cc(OCC)c1OCC,0%
O=C(NCc1nnnn1-c1ccc(F)c(F)c1)c1ccc2c(c1)OCO2,-1%
CN(C)c1nc2c(c(=O)[nH]c(=O)n2C)n1CCCc1ccccc1,0%
C[C@H](CO)N1C[C@H](C)[C@@H](CN(C)S(=O)(=O)c2cn(C)cn2)Oc2ccc(NC(=O)Cc3ccccc3)cc2C1=O,-1%
COc1cc(C#Cc2c(-c3cncn3C)n(C)c3ccc(-c4cnc(OC)nc4)cc23)cc(OC)c1,-26%
OCC[C@@H]1C[C@@H](O)[C@H](O)[C@@]2(OCCc3ccccc32)O1,2%
CC(C)c1nc2c(s1)CCc1onc(-c3cccc([N+](=O)[O-])c3)c1-2,-6%
O=[N+]([O-])c1cccc(OCCN2CCC(Cc3ccccc3)CC2)c1,-6%
CCN(C(=O)COC(=O)c1ccccc1Cc1ccccc1)C1CCS(=O)(=O)C1 (stereo not drawn),16%
C=C(C)COc1cc2oc(=O)c(CC(=O)N3C[C@H]4C[C@@H](C3)c3cccc(=O)n3C4)c(C)c2cc1Cl,1%
O=C(COc1ccccc1)N[C@@H]1c2ccccc2CC[C@@H]1OCc1ccccc1,-1%
COc1cc(CNC2CCCCCCC2)cc(Cl)c1OC,1%
O=C(COC(=O)/C=C/c1cccc(C(F)(F)F)c1)NC1CCS(=O)(=O)C1 (stereo not drawn),5%
CC(=O)Nc1ccc(NC(=O)C(C)OC(=O)CNS(=O)(=O)/C=C/c2ccc(C)cc2)cc1 (stereo not drawn),1%
COc1ccccc1CNC(=O)COC(=O)c1cccs1,u
CCOC(=O)c1c(C)[nH]c(C(=O)CN2C(=O)NC(C)(C)C2=O)c1C,u
Cc1cc(C)c(NC(=O)COC(=O)c2ccncc2)c(C)c1,3%

# By substructure: those above with fluorine (six)
molecule,L3MBTL1 block
O=C(COc1ccccc1F)N1CCCc2ccccc21,40%[activator][2.29 µM]
Cc1cc(NC(=O)COC(=O)CNS(=O)(=O)c2c(F)cc(F)cc2Br)no1,0%
COc1ccc([C@H]2CC(=O)C=C(c3ccc(F)cc3OCc3ccccc3)C2)cc1,2%
O=C(c1ccc(-c2ccccc2Cl)o1)N1CCCC(C(F)(F)F)C1 (stereo not drawn),3%
O=C(NCc1nnnn1-c1ccc(F)c(F)c1)c1ccc2c(c1)OCO2,-1%
O=C(COC(=O)/C=C/c1cccc(C(F)(F)F)c1)NC1CCS(=O)(=O)C1 (stereo not drawn),5%

# Some values from above.
# L3MBTL1 block with C=C(C)COc1cc2oc(=O)c(CC(=O)N3C[C@H]4C[C@@H](C3)c3cccc(=O)n3C4)c(C)c2cc1Cl = 1%
# L3MBTL1 block with CCOc1cc(C(=O)OCC(=O)Nc2cccc(S(=O)(=O)NC3=NCCCCC3)c2)cc(OCC)c1OCC = 0%
# L3MBTL1 block with CN(C)C(CNC(=O)CSc1nc2sc3c(c2c(=O)n1C)CCC3)c1ccccc1 (stereo not drawn) = 3%

# (more compounds)
molecule,L3MBTL1 block
COc1ccc(NC(=O)c2cc(CC(C)C)nc3ccccc23)cc1,-5%
CCOC(=O)[C@H]1[C@H]2COc3ccccc3[C@@H]2N2C(=O)c3cc(OC)c(OC)cc3NC(=O)[C@@]12C,-1%
O=C(COC(=O)c1ccc(Cl)nc1)NC1CCCc2ccccc21 (stereo not drawn),-2%
CCCCn1c(N)c(N(Cc2ccccc2OC)C(=O)C2=COCCO2)c(=O)[nH]c1=O,-1%
CCC(=O)c1cn(CC(=O)Nc2ccc(C)cc2C)c2ccccc12,-5%[2.29 µM]
C=CC[C@]12CCc3ccccc3C1N(c1ccc(C(=O)OCC)cc1)C2=O (stereo partly drawn),9%
O=C(NCCC1CCCCN1S(=O)(=O)c1ccc(Cl)cc1)C(=O)NCc1cccnc1 (stereo not drawn),0%
CC(C)(C)OC(=O)C[C@H]1C/C=C\C[C@H](CC(=O)NCCO)C(=O)N2CCC[C@@H]2COC1=O,5%
CCOc1ccc(S(=O)(=O)N2CCOCC2)cc1NC(=O)CN1C(=O)NC2(CCCCC2)C1=O,-6%
Cc1nnc(SCC(=O)NC2CCCC(C)C2C)n1N (stereo not drawn),37%[activator]
COc1ccc(-c2nc3ccccn3c2NC2CCCCC2)cc1SC1CCCCC1,-3%
Cc1ccsc1CN(C)C(=O)CN1C(=O)NC2(CCCc3ccccc32)C1=O (stereo not drawn),5%
CCc1ccc(NC(=O)C2CCCN2S(=O)(=O)c2ccc3c(c2)C(C)(C)C(=O)N3C)cc1 (stereo not drawn),6%
COc1ccc(S(=O)(=O)NNc2nc(C)cc(C)n2)cc1Br,-2%
CCCCn1c(N)c(N(CC(C)C)C(=O)c2cc(S(=O)(=O)N3CCOCC3)ccc2Cl)c(=O)[nH]c1=O,6%
CCCC(=O)Nc1ccc(C(=O)COC(=O)c2c(C)noc2C)cc1,0%
O=C(NCCCCc1ccccc1)c1ccccc1F,17%
CCCCn1nc(C(=O)NCC(=O)Nc2c(C)cccc2C)c2ccccc2c1=O,6%
Cc1ccc(NS(=O)(=O)c2cn(C)c(=O)n(C)c2=O)cc1C,-3%
CC(C)(CN1CCNCC1)NS(=O)(=O)c1ccc(Cl)cc1,-2%
Clc1ccc(CNC2CCN(Cc3ccccc3)CC2)cc1,0%
O=C(O)c1ccc(NC(=O)c2ccccc2NC(=O)c2ccccc2Br)cc1,3%
Cc1ccn2c(=O)nc(SCC(=O)N3CCN(c4ccccc4)CC3)nc2c1,u
O=C(COC(=O)c1ccccc1Cl)Nc1cccnc1Cl,0%
CCOc1ccc(NC(=O)CN(C)C(=O)CCCc2nc3ccccc3c(=O)[nH]2)cc1OCC,-4%
COc1ccc(CCNC(=O)c2ccc(OC)c(OC)c2)cc1OC,2%
CCOc1ccc(NC(=O)[C@@H]2CCCN2C(=O)c2cccs2)cc1S(=O)(=O)N1CCOCC1,-1%
COCC(C)n1c(C)cc(C(=O)CSc2nnc(-c3ccco3)o2)c1C (stereo not drawn),-3%
Cc1ccc2c(c1)C(=O)C(=O)N2Cc1ccc(F)cc1,-7%
O=C1CCN(CCc2ccccc2)CCN1[C@H](COc1ccccc1)c1ccccc1,-5%
CC(C)(C)c1ccc2oc(=O)cc(-c3cccc(-c4ccc(C(F)(F)F)cc4)c3)c2c1,1%
COCCN(C(=O)COC(=O)CCn1c(C)csc1=O)c1c(N)n(Cc2ccccc2)c(=O)[nH]c1=O,0%
CC(C)CNC(=O)CSc1ccc(S(=O)(=O)N(C)C2CCCCC2)cn1,8%
Cc1ccccc1NC(=O)C1COc2ccccc2O1 (stereo not drawn),0%
O=C(CSc1ccc([N+](=O)[O-])cc1)Nc1nnc(C2CC2)s1,-3%
COc1ccc(CC(=O)NNC(=O)COc2ccc(F)cc2)cc1S(=O)(=O)N1CCOCC1,38%[activator]
COc1ccccc1N1CCN(c2nccc(C)n2)CC1,3%
CCOc1ccc(CN2CCN(C(=O)c3cccc4ccccc34)CC2)cc1,-11%
COc1cccc(CN2CCN(C(c3ccccc3)c3ccccc3)CC2)c1O,-6%
Cc1ccc(C(=O)Cn2c(C(=O)OCCO)cc3ccccc32)cc1,1%
Cc1ccc(NC(=O)c2cccs2)cc1NC(=O)c1cccc(F)c1,-7%
O=C(N/N=C/c1cc(Cl)cc([N+](=O)[O-])c1O)C(O)(c1ccccc1)c1ccccc1,-18%
Cc1nnc2ccc(-c3cccc(NS(=O)(=O)c4cc(F)ccc4F)c3)nn12,30%[activator]
O=S(=O)(c1ccc(F)cc1)N1CCCC1,-4%[2.29 µM]
CC1(CCc2ccccc2)NC(=O)N(CC(=O)Nc2ccccc2C#N)C1=O (stereo not drawn),8%
Cc1ccc(S(=O)(=O)NC(C)(C)CN2CCCCC2)cc1,5%
COc1cccc(-c2ncc3ccccc3c2COC(=O)CCC(=O)O)c1,5%
Nc1cc(=O)[nH]c(SCC(=O)N2CCCC2)n1,26%
Cc1cc(C)n(CCCNC(=O)c2ccc(C)c(S(=O)(=O)N3CCOCC3)c2)n1,2%
CC1CN(C(C)C)C(C)CC1OC(=O)c1ccccc1 (stereo not drawn),2%
COc1ccccc1C(=O)NC(=O)COC(=O)CN1C(=O)NC2(CCCCC2C)C1=O (stereo not drawn),-4%
O=C(OC1CCOC1=O)C1CCN(S(=O)(=O)c2ccc(Cl)c(C(F)(F)F)c2)CC1 (stereo not drawn),-16%
COc1cccc(/C=C/C(=O)OCC(=O)NCCNC(=O)COC(=O)/C=C/c2cccc(OC)c2)c1,2%
O=C(Cn1nnc(-c2ccccc2F)n1)N1CCCCC1,-2%
